PDI turbidity: blocks human protein disulfide isomerase activity. PDI insulin aggregation turbidity, A650, 90 min. inhibition, % at 10 µM. P07237. AID 588391. 350,000 tested, 0.052% active;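 active = mean inhibition across replicates of 30% or more, whatever share of single replicates reach that level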;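 note: absorbance from insulin aggregation driven by PDI reduction with DTT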
Target sequence (P07237 whole entry, looked up): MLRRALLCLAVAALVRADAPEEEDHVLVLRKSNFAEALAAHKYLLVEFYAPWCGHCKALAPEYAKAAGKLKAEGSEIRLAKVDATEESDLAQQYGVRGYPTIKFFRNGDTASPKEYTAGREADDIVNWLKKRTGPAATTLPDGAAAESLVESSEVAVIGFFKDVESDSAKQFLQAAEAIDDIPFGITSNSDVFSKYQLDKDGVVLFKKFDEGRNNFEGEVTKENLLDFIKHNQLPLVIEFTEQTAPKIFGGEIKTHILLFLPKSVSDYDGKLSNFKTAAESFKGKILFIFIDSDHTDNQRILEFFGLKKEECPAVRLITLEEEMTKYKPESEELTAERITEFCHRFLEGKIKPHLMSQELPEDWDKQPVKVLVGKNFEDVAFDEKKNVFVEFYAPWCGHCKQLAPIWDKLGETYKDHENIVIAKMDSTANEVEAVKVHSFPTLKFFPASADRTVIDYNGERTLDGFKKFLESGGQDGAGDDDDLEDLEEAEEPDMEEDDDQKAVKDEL
Vif imaging: HIV Vif inhibition; HEK293T cells, Vif self-association by quenched fluorescence, imaging, 24 h; inhibition, % at 7.49 µM; 340,000 tested, 0.35% active; in the data active = inhibition above about 50%, passing the limit was not always enough; note: some results filed as inactive read as strong as hits
Cardio protect: myocardial damage modulation in H9c2 cells. H9c2 cardiomyocytes, H2O2 injury protection, ATPLite, 2 h. protection from H2O2 cell death, % at 20 µM. 360,000 tested, 0.63% active;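 active = compounds giving at least 50% protection of heart cells from peroxide-induced death in the single-dose screen, raw or plate-pattern-corrected value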;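 note: 0% = DMSO wells with peroxide and 100% = DMSO wells without peroxide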
Exocytosis inh: blocks lytic granule exocytosis; TALL-104 LAMP-1 surface exposure, flow cytometry; cells stimulated with thapsigargin and PMA; inhibition, % at 10 µM; 360,000 tested, 0.66% active; AID 651702;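 active = inhibition above about 55%, limit read from the data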
N-glyco inh: blocks N-linked glycosylation in D54 reporter cells | D54 ERlucT glycosylation luciferase reporter, 24 h; percent of 100 nM tunicamycin response | reporter increase, % at 12.5 µM | 360,000 tested, 0.23% active | AID 588692;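 active = mean luciferase reporter signal, scaled so untreated is 0 and the glycosylation-blocking control 100, at or above a set limit in every replicate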;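 note: luciferase carries N-glycosylation sites so blocking glycosylation raises the light; 0% = median of neutral control wells and 100% = median of 100 nM tunicamycin wells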
aDG glyco act: increases alpha dystroglycan glycosylation; Pro5-aDG cells, alpha-DG glycosylation AlphaScreen (IIH6); 0% Pro5, 100% B10-LARGE cell signal; AID 624168; 360,000 tested, 0.22% active; activation, % at 10 µM;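 active = activation of at least 8% versus controls, or a plate z-score of at least 8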;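 note: Pro5 are CHO cells carrying HIG-tagged alpha-DG that lacks glycosylation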
ABCB6 inh 2: human ABCB6 transporter inhibition. Q9NP58. K562-ABCB6 porphyrin accumulation, flow cytometry, 1 h; hits give low values. fluorescence ratio to DMSO, % at 10 µM. 360,000 tested, 0.19% active. AID 602162;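 active = fluorescence ratio to DMSO below 75%, the collection mean minus 3 SD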;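 note: signal is porphyrin accumulated inside mitochondria; 100% equals median channel fluorescence of DMSO control wells; lower ratio means ABCB6 inhibition with less porphyrin fluorescence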
CaV13 ICDI inh: Primary screen for inhibitors of IQ motif and Ca2+-dependent inactivation inhibitor domain binding in CACNA1D, Förster resonance energy transfer in living cells, …; HEK cells, CFP/YFP FRET ICDI-IQ, plate reader, 10 min; percent FRET-ratio fall versus neutral wells; inhibition, % at 12.3 µM; 340,000 tested, 0.098% active;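 active = mean replicate inhibition of at least 30% and at least 1% of replicates passing that level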;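 note: 0% = median of the neutral control wells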
hiPSC survival: hiPSC single-cell survival enhancement; ATPlite luminescence; 100% = ROCK inhibitor wells, 0% = DMSO; 360,000 tested, 0.044% active; survival enhancement, % at 20 µM; in the data active = survival enhancement above about 18%;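 note: cells exposed to compounds for 16 hours before the ATP read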
HTR2A ag: agonists of mouse serotonin 5-HT2A receptor (HTR2A); P35363; CHO-K1 mHTR2A beta-arrestin complementation, luminescence; percent of 30 µM serotonin response; activation, % at 7.6 µM; 360,000 tested, 0.66% active; AID 624169;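 active = activation above a run cutoff, the mean activation of all tested compounds plus 3 SD, cut at about 14% in these data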;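 note: 0% = plate median of compound wells and 100% = 30 µM serotonin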
Target sequence (P35363 whole entry, looked up): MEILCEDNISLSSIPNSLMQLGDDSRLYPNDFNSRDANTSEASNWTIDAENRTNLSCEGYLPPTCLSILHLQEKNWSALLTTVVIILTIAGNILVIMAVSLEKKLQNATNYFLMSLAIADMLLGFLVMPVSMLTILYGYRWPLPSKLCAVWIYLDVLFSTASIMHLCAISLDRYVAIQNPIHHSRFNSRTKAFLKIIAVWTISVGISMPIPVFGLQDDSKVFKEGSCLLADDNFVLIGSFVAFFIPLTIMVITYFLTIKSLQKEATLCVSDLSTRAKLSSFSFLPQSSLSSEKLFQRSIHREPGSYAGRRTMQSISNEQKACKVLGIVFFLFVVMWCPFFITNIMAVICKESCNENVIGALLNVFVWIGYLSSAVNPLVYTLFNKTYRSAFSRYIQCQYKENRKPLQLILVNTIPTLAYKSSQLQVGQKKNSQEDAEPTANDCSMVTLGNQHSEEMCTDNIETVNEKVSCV
Active calls of the source: *; / = no result given.

Values in the order: PDI turbidity	Vif imaging	Cardio protect	Exocytosis inh	N-glyco inh	aDG glyco act	ABCB6 inh 2	CaV13 ICDI inh	hiPSC survival	HTR2A ag
1. COc1cccc(OCCCN2CCCCC2)c1
  -3	-4	-1	-4	0	0.1	97	-9	-2.1	2
2. COc1cc(NC(=S)Nc2cccnc2)cc(OC)c1OC
  12	/	-3	3	2	0.1	96	-7	-2.5	-1
3. C/C(CC(=O)Nc1ccc(Cl)cc1)=N\NC(=O)C(=O)N1CCCCC1
  4	0	3	-2	0	0.1	97	-6	-0.6	4
4. COc1ccc(-n2c(COc3ccc4ccccc4c3)nnc2SCC(=O)NCc2ccco2)cc1
  4	/	-1	4	0	0.3	99	-6	0.4	-9
5. COC(=O)C1CCN(Cc2ccc(C)cc2)CC1
  -22	/	-4	24	1	-0.2	195	-2	-1.6	-3
6. Cn1nc(C(=O)OCC(=O)NCc2ccc(Cl)cc2)c2ccccc2c1=O
  -1	-5	7	1	2	0.0	102	-2	-0.5	-7
7. CC1C(=O)N2CCCc3cc(NS(=O)(=O)c4ccc(F)cc4)cc1c32 (centres undefined)
  -4	-4	2	-4	0	0.3	93	-7	0.3	-9
8. CCCS(=O)(=O)C(=C(Nc1ccccc1)Nc1ccccc1)S(=O)(=O)CCC
  -6	-5	6	4	-3	-0.1	98	-8	-0.5	3
9. Cc1cc(C)nc(SCCN(C)C)n1
  2	/	10	-4	1	-0.4	98	-2	-1.2	-1
10. CCOc1ccc(NC(=O)c2ccc3c(c2)N(C)CCS3)cc1
  -6	/	-8	2	-3	0.2	99	-4	0.1	-5
11. Cc1[nH]n(-c2ccccc2)c(=O)c1-c1ccc(Cl)cc1
  0	-7	6	3	2	0.0	96	0	1.3	-5
12. N#C/C(=C\c1ccccc1Cl)C(=O)NC(=O)Oc1ccccc1
  4	8	1	11	4	-0.1	98	-6	-0.2	1
13. COC(=O)CCCn1cc(CN2CC(N3CCN(C)CC3)CS2(=O)=O)nn1 (centres undefined)
  /	/	/	3	/	-0.3	100	-9	1.1	7
14. COC(=O)c1onc(C(=O)c2ccccc2)c1C(=O)OC
  -1	2	1	-2	0	0.1	101	-8	-2.0	-1
15. O=C(CCl)N1c2ccccc2Sc2ccc3ccccc3c21
  -1	-4	-15	-2	1	1.3	97	/	-3.8	-4
16. CC(=O)c1ccccc1Oc1cc(NN2CCCCC2)c([N+](=O)[O-])cc1[N+](=O)[O-]
  1	-6	-1	-4	-1	-0.1	99	-9	-2.2	-6
17. COc1ccc(N2CCN(c3oc(-c4ccc(OC)c(OC)c4)nc3C#N)CC2)cc1
  3	-13	20	-3	-1	-0.1	103	/	-1.0	1
18. O=C(Cn1cnc2ccccc2c1=O)Nc1cccc(-c2nnc3n2CCCCC3)c1
  1	4	18	0	2	-0.3	101	0	-1.9	1
19. Cc1cccc(N2C(=O)C3C(c4ccccc4)OC4(C(=O)c5ccccc5C4=O)C3C2=O)c1 (centres undefined)
  -2	6	3	1	-1	0.2	104	-4	1.3	-1
20. CC(C)CN1CCN(Cc2cccn2-c2ccccn2)CC1CCO (centres undefined)
  12	9	-1	1	1	0.1	99	-13	0.1	3

Later entries
Values in the order: PDI turbidity	Vif imaging	Cardio protect	Exocytosis inh	N-glyco inh	aDG glyco act	ABCB6 inh 2	CaV13 ICDI inh	hiPSC survival	HTR2A ag
21. O=C(CSc1nc(-c2ccccc2)c(-c2ccccc2)o1)Nc1nncs1
  2	-9	-6	6	5	0.2	107	/	-0.8	2
22. COc1cc(C2C3=C(CC(C)(C)CC3=O)Nc3c2c(=O)[nH]c(=O)n3Cc2ccccc2)ccc1O (centres undefined)
  9	4	6	3	1	0.1	100	0	0.0	7
23. CN(C)C1=NC[C@H](Cc2ccccc2)N1CCC1CCCC1
  2	-10	-17	1	2	0.0	99	-9	0.3	-9
24. COCCn1ccc2c(OCC(=O)Nc3cccc(NC(C)=O)c3)cccc2c1=O
  -5	11	9	7	0	-0.2	91	-3	1.0	7
25. COc1cc([N+](=O)[O-])ccc1NC(=O)N1CCCCCC1
  -2	-7	-7	0	1	0.1	103	-6	-0.1	1
26. CCOC(=O)c1csc(NC(=O)CSc2nnnn2-c2ccc(OCC)cc2)n1
  -6	-5	-6	-2	1	-0.1	84	-8	-0.2	1
27. Cc1oc2cc(O)ccc2c(=O)c1Oc1ccc2ccccc2c1
  -2	4	-4	0	2	-0.1	96	-6	0.1	-1
28. Cc1[nH]c2ccccc2c1SCCN
  /	-6	4	17	-1	0.0	100	12	2.6	0
29. C=CCN(c1ccc(C(=O)NCCN2CCOCC2)cc1)S(C)(=O)=O
  9	3	2	-4	2	-0.1	95	-3	-0.7	-2
30. O=S(=O)(/C=C/c1ccccc1)Nc1ccc2c(c1)OCO2
  -5	2	-24	-2	3	0.0	102	0	-2.1	-1
31. Cc1ccc(OCCCn2ccnc2)c([N+](=O)[O-])c1
  -4	-5	1	-2	0	0.1	100	-3	-0.9	-3
32. COc1ccc(C(CNC(=O)COc2ccc(-c3ccccc3)cc2)N2CCOCC2)cc1 (centres undefined)
  1	-2	15	-2	-4	0.1	99	-3	-0.6	-6
33. CCC(C(=O)NCCc1ccccc1OC)n1nc(C)c2c(C)n(-c3ccccc3)nc2c1=O (centres undefined)
  -4	-4	-3	1	-2	0.5	94	-4	-0.4	1
34. CC(NC(=O)Cc1ccc(S(=O)(=O)N2CCOCC2)s1)c1ccc(Cl)cc1Cl (centres undefined)
  9	-3	-2	-2	-3	-0.1	95	-10	-0.3	-2
35. Cc1nn(CC(=O)NCCc2ccc(Cl)cc2Cl)c(C)c1[N+](=O)[O-]
  -16	0	-4	-2	0	0.1	97	-5	0.6	0
36. O=S(=O)(NCCc1ccccn1)c1ccc(-c2ccccn2)s1
  -6	5	-1	14	-1	0.0	95	-23	0.5	7
37. CCC(CC)N1CCN(Cc2nc3ccc([N+](=O)[O-])cc3c(=O)n2-c2ccccc2F)CC1
  5	-14	5	13	-1	0.0	102	-5	-0.5	-3
38. CC(C(=O)N1CCc2ccccc21)N(C)CC(=O)Nc1cccc(F)c1 (centres undefined)
  2	-20	-2	-9	1	0.0	96	-7	-0.4	-9
39. COc1ccc(C2C(C#N)=C(N)N(c3ccccc3C#N)C3=C2C(=O)CCC3)cc1CN1CCCC1 (centres undefined)
  -4	8	6	-2	4	-0.2	102	-3	-2.4	0
40. COc1ccccc1Cc1c(-c2ccc(F)cc2)nc2c(C)cc(Br)cn12
  /	/	6	-9	8	0.2	97	-7	1.5	-4

(continued)
Values in the order: PDI turbidity	Vif imaging	Cardio protect	Exocytosis inh	N-glyco inh	aDG glyco act	ABCB6 inh 2	CaV13 ICDI inh	hiPSC survival	HTR2A ag
41. COc1ccc(OC)c2sc(NC(=O)c3ccc(Cl)s3)nc12
  /	-3	-20	2	3	-0.3	89	-5	1.2	-4
42. COc1ccc2cc(-c3cccnc3)ncc2c1
  2	8	-20	-3	-1	0.8	79	-4	-2.0	6
43. O=C(/C=C/c1cccs1)Nc1cccnc1
  -10	7	-10	-2	0	1.1	107	-3	-1.4	-1
44. O=C(COC(=O)C1CCCO1)Nc1cccc(C(F)(F)F)c1 (centres undefined)
  -7	2	-10	-2	1	0.1	93	-5	-2.3	-2
45. CCCN(CC(=O)Nc1ccc(F)c(F)c1F)CC(=O)Nc1c(Cl)cccc1Cl
  9	5	4	5	-8	0.5	99	-2	-2.9	1
46. Cc1csc(Nc2ccc(Cl)cc2)[n+]1-c1ccc(Cl)cc1
  18	9	-16	3	-2	-0.3	107	1	-1.5	-1
47. COc1cccc(OCC(O)CNC2CCCC2)c1 (centres undefined)
  -1	1	3	2	0	0.2	97	2	0.6	-3
48. Cc1cc(C)nc(SCC(=O)Nc2ncc(Cc3cccc(Cl)c3)s2)n1
  -6	-9	-5	6	-5	0.6	103	-4	-0.4	-2
49. S=C(Nc1ccc(N2CCOCC2)cc1)Nc1ccc2snnc2c1
  -4	4	0	7	3	-0.2	99	-6	0.3	-4
50. Nc1ccc(C(=O)NCC(=O)O)cc1
  -1	-5	-7	-7	-1	0.9	101	-5	3.6	1
51. O=c1[nH]c2cccc(Cl)c2c2ccccc12
  -3	/	51*	-2	0	0.2	102	-7	2.2	0
52. Cc1cc(C)n(C(=O)CCNC(=O)c2ccccc2Br)n1
  -4	25	7	2	0	-0.1	101	-7	1.0	4
53. Cc1cc2cc(CCNC(=O)C(=O)c3c[nH]c4ccccc34)c(=O)[nH]c2cc1C
  7	-7	47	-1	-5	-0.8	100	-18	0.8	0
54. O=C1c2ccc([N+](=O)[O-])cc2C(=O)N1c1ccc([N+](=O)[O-])cn1
  -2	15	0	0	3	0.7	100	-3	0.3	-2
55. CC1CCC(NC(=O)CCS(=O)(=O)c2ccc3c(c2)oc(=O)n3C)CC1 (centres undefined)
  1	-4	1	1	1	0.0	100	-5	0.9	-1
56. O=C1OCC(O)=C1Cc1ccccc1
  0	1	3	22	-1	-0.1	100	-5	-3.7	-3
57. COc1ccccc1NC(=O)CCc1nnc2ccc(N3CCC4(CC3)OCCO4)nn12
  10	9	-7	2	-1	0.0	101	-7	0.1	8
58. Cc1csc(SCC(=O)NCCc2ccc(Cl)cc2Cl)n1
  -3	-2	-5	27	3	0.0	95	-14	-2.9	-3
59. CCOc1cc(S(=O)(=O)n2nc(C)cc2C)ccc1Br
  1	12	-3	0	-2	-0.5	100	-6	0.8	2
60. CCc1cccc(NC(=S)N(CCOC)C(C)c2ccco2)c1 (centres undefined)
  4	-5	-12	-6	-2	-0.1	96	3	0.7	2

Carrying on:
Values in the order: PDI turbidity	Vif imaging	Cardio protect	Exocytosis inh	N-glyco inh	aDG glyco act	ABCB6 inh 2	CaV13 ICDI inh	hiPSC survival	HTR2A ag
61. O=C1CC(O)(c2ccccc2)C(c2ccccc2)=C1c1ccccc1 (centres undefined)
  0	12	5	1	-6	-0.1	89	0	-1.9	-2
62. CCCCn1c(N)c(N(CC)C(=O)C2CCC2)c(=O)[nH]c1=O
  -7	2	0	-1	-1	-0.2	98	-2	-1.0	1
63. Cc1ccc(C(=O)COC(=O)CCCC(=O)Nc2cc(C(F)(F)F)ccc2Cl)cc1C
  -3	2	-7	0	1	2.1	100	-19	-0.3	1
64. CCn1nc(C(=O)Nc2ccc(N3CCOCC3)cc2)c2ccccc2c1=O
  -10	2	11	0	3	-0.1	96	-2	0.0	-1
65. Cn1cc(SCC(=O)N2CCN(c3ccccc3)CC2)c2ccccc21
  /	-11	1	8	0	-0.2	97	-3	2.2	-5
66. O=C(ON=C1CCN(S(=O)(=O)c2ccccc2)CC1)c1ccc(F)cc1
  7	8	1	-1	3	0.2	88	-3	-1.8	4
67. Cc1cc(N(CC(=O)NC2CC2)S(C)(=O)=O)ccc1Br
  -2	4	8	1	0	-0.1	101	-14	-1.9	5
68. CCOc1ccc(CN(C)CC(=O)Nc2ccc([N+](=O)[O-])cc2Cl)cc1
  -8	-6	-4	0	0	0.2	92	-6	-0.7	1
69. CCCCOc1cccc(C(=O)O)c1
  -6	29	7	-2	0	-0.3	98	-1	3.5	7
70. COc1ccc2c3n([n+]([O-])c2c1)CCN=C3c1ccc(C)cc1
  13	-4	-2	-7	-1	0.0	98	-6	2.1	1
71. O=S(=O)(Nc1cccc(S(=O)(=O)N2CCCCC2)c1)c1ccccc1F
  7	-2	1	-16	0	-0.4	102	-5	1.5	6
72. COC(=O)CSc1nc2nc(C)c(Br)cc2[nH]1
  2	11	4	0	2	-0.3	99	/	-0.6	0
73. Cc1noc(C)c1NC(=O)N(C)C[C@H]1Oc2c(NC(=O)Cc3ccccc3)cccc2C(=O)N([C@H](C)CO)C[C@@H]1C
  -6	/	2	2	3	0.5	97	-6	-2.5	2

Screening results (PubChem)
